Screening data (PubChem BioAssay)
CBFb-RUNX1 inh – blocks binding between human CBF-beta and RUNX1; 230,000 tested, under 10 active; AlphaScreen CBFb-His/RUNX1-biotin binding, biochemical; Potency, µM (highest dose often 59.8 µM), inactives show at the highest dose activity, negative = inhibition, hits mostly inhibitors; Q01196+Q13951; AID 1477; also: % of control where 0% means no effect
Target sequence (Q01196 whole entry, looked up): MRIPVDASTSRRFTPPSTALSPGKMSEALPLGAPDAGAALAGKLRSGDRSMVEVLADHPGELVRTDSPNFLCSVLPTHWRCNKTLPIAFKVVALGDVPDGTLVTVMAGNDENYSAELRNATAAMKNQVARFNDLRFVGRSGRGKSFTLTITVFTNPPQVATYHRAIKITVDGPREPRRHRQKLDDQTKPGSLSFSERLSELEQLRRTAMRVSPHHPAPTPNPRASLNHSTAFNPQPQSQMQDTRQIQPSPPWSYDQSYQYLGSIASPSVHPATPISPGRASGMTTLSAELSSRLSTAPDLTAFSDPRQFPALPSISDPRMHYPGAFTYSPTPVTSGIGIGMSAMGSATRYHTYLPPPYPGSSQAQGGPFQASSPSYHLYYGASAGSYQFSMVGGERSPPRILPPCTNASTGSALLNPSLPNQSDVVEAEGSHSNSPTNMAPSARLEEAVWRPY
Target sequence (Q13951 whole entry, looked up): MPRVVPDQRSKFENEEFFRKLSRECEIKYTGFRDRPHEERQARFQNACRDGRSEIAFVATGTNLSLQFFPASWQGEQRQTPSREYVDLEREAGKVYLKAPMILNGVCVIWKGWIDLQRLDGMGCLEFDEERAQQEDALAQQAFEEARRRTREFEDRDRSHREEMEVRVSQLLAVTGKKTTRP
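Read-out: AlphaScreen. Format: His-CBF-beta with biotinylated RUNX1 (30 nM each) preincubated 20 min, compound 15 min, Ni-chelate plus streptavidin beads 90 min; room temperature throughout.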
SMN2 splice up – SMN2 splice variant enhancement | Potency, µM (highest dose often 46.1 µM), without a hit: at the highest dose activity change, positive = activation, most hits filed as activators | HEK293 SMN2-luciferase splicing reporter, luminescence, 30-36 h | AID 1458 | 210,000 tested, 2.8% active; also: potency is read from the fitted curve at half-maximal effect; % of control where 0% means no effect; nearly all actives have a fitted effect of over 55% in size
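HEK293 cells carry an SMN2 minigene-luciferase reporter in which exon 7 inclusion puts luciferase in frame. Cells were seeded at 2000 cells/well, attached for 10-12 hours, then exposed to compounds for 30-36 hours at 37C before ONE-Glo luminescence.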
LMNA splice mod – changes lamin A minigene splicing in HeLa cells | Potency, µM (top dose mostly 46.1 µM), without a hit: top-dose ratio change, negative = inhibition, actives largely listed as inhibitors | 200,000 tested, 0.01% active | HeLa LMNA splicing GFP/RFP minigene ratio, 48 h; active = well fitted inhibition curve with a large enough effect in the signal ratio, with a control signal flat, not every such curve was filed as active; inconclusive = small, poorly fitted or top-dose-only effect, or effect the other way, or a change in a side signal; the % refers to the signal ratio; also: potency is read from the fitted curve at half-maximal effect; % is scaled to controls: 0 for no effect and ±100 for the full control effect
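Read-out is the ratio of GFP to DsRed2 object intensity, acquired by 488 nm laser-scanning cytometry on HeLa lamin A-EGFP minigene reporter cells. Compound incubation 48 hrs at 37 °C in Opti-MEM with 2% FBS; DMSO 0.5% final.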
HTT cytoprotect – Huntington cell model cytoprotection by ATP luminescence. PC12 HTT-Q103 induced, cytoprotection, ATP luminescence, 40 h. Potency, µM (highest dose often 56.4 µM), inactives show cytoprotection (ATP increase), hits mostly activators. 230,000 tested, 0.14% active. AID 1471;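 also: potency is read from the fitted curve at half-maximal effect; % of control where 0% means no effect; nearly all actives have a fitted effect of over 45% in size; toxic huntingtin expression switched on by the ecdysone agonist tebufenozide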
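Huntington model: PC12 line, ecdysone-inducible HTTQ103 exon1–GFP, tebufenozide 100 nM. Test articles in a dose series. Endpoint luminescence from cellular ATP.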
HttQ103 aggreg – mutant huntingtin aggregation inhibition; PC12 HttQ103-GFP aggregates, Acumen cytometry, 40 h; Potency, µM (series often up to 46.1 µM), for the others: at the highest dose activity change, negative = inhibition, hits mostly inhibitors; 220,000 tested, 1.1% active; AID 1688; also: potency is read from the fitted curve at half-maximal effect; % is scaled to controls: 0 for no effect and ±100 for the full control effect; nearly all actives have a fitted effect of over 60% in size
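Quantitative HTS on tebufenozide-induced (100 nM) PC12 cells stably expressing polyQ103 Huntingtin exon 1–GFP. Reduction of bright GFP aggregates, detected by laser scanning cytometry after lysis, identified actives across the titration.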
Luc counter – counter-screen: inhibitors of Kinase-Glo firefly luciferase; Potency, µM (titrated, usually from 38.3 µM), for the others: at the top dose activity change, negative = inhibition, hits mostly inhibitors; 200,000 tested, 0.28% active; AID 1379; Q27757; Kinase-Glo luciferase, ATP luminescence, 8 min; also: potency is read from the fitted curve at half-maximal effect; % is scaled to controls: 0 for no effect and ±100 for the full control effect; nearly all actives have a fitted effect of over 60% in size
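Kinase-Glo luciferase light output from ATP and luciferin was measured with 10 uM ATP, within the enzyme's linear range. Buffer: 50 mM imidazole pH 7.2, 50 mM KCl, 7 mM MgCl2, 0.01% Tween 20, 0.05% BSA; luminescence read after 8 min at ambient temperature.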
IMPase Li inh – membrane-permeable IMPase blocker, potentiated with lithium; AID 1457; CHO-M1 cells, IP1 TR-FRET (IP-One), carbachol + lithium; 210,000 tested, 0.35% active; Potency, µM (highest dose often 59.4 µM), for the others: at the top dose activity, negative = IMPase inhibition, most hits filed as inhibitors;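 also: IP1 builds up when IMPase is blocked and the TR-FRET signal falls; potency is read from the fitted curve at half-maximal effect; plate controls were basal vehicle for no effect and high inhibitor control for full effect; nearly all actives have a fitted effect of over 50% in size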
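Lithium-sensitised IP1 accumulation assay; M1-expressing CHO cells treated 30 min at 37C with compound. Competitive antibody detection by time-resolved FRET followed a 10 min room-temperature lysis step.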
* hit, by the source's call; u = inconclusive; x = not tested or not shown; [ ] = remark or other dose. Unless noted, calls follow the shape of the dose curve; as a rule, active = well fitted curve in the direction sought with a large enough effect; inconclusive = small, poorly fitted or top-dose-only effect, or another doubt; inactive = no such curve, though single readings can be large; an effect the other way counts as inactive or inconclusive.

structure	CBFb-RUNX1 inh	SMN2 splice up	LMNA splice mod	HTT cytoprotect	HttQ103 aggreg	Luc counter	IMPase Li inh
COc1ccc(Cn2c(C)nc([N+](=O)[O-])c2SCC(=O)O)cc1[N+](=O)[O-]	-0.8%	x	x	-19.0%[10 µM]	-12.3%[9.22 µM]	6.8%	-0.3%
Cc1ccc(-n2ccc(=O)c(-c3ccnc(SCc4cccc(Cl)c4)n3)n2)cc1	3.6%	-10.1%	u	-60.0%[inhibitor]	1.6%	-2.2%	u
CC(=O)c1cccc(N(C(=O)Cn2nnc3ccccc32)C(C(=O)NCC2CCCO2)c2ccc(N3CCOCC3)cc2)c1 (centres undefined)	3.5%	x	16.4%[46 µM]	9.0%[10 µM]	6.2%[9.22 µM]	-2.8%	-2.4%
CSc1ccc(NC(N)=S)cc1	10.4%	13.3%	-17.1%[46 µM]	61.5%	25.9%[9.22 µM]	-0.2%	5.6%
COc1ccccc1NC(=O)Cn1c(=O)oc2ccccc21	7.7%	-22.1%	-6.7%	5.4%[0.074 µM]	11.1%	5.0%	26.2%[38.3 µM]
CC(C)(C)c1ccc(S(=O)(=O)Nc2ccccn2)cc1	1.6%	-4.5%	-8.7%[46 µM]	x	x	-4.7%	-0.3%
Cc1ccnc(N2CCN(C(=O)CSc3nc4ccccc4nc3N3CCC(C)CC3)CC2)c1	11.4%	-20.4%	0.7%[46 µM]	-56.7%[inhibitor]	u	-0.4%	6.4%
CCCCN(C)C(=O)c1nc2ccccn2c1CNCCCn1ncc2ccccc21	6.0%	x	x	-0.9%[10 µM]	9.5%[9.22 µM]	x	x
Cc1ccc(-n2nc3ccc(N)cc3n2)cc1	3.9%	3.16µM*	4.9%	-56.4%[inhibitor]	17.5%	-6.3%	-22.5%[38.3 µM]
CN1CCC(N2CCN(c3cccc(C(F)(F)F)c3)CC2)CC1	-1.3%	3.9%	12.7%	-13.7%	14.2%[9.22 µM]	2.4%	19.7%[38.3 µM]
Cc1cc(C)cc(NC(=S)NCCCN2CCOCC2)c1	-3.8%	-2.9%	2.8%	19.4%[10 µM]	2.1%	-0.4%	-0.8%
CCOc1ccc(N2C(=O)C(c3ccccc3)=C(c3nc4ccccc4s3)C2NC(C)=O)cc1 (centres undefined)	-11.1%	-8.4%	-7.3%	-19.8%	-4.3%	-2.5%	18.5%[38.3 µM]
Fc1cccc2sc(Nc3nc4c(F)cccc4s3)nc12	-28.3%	15.8µM*	u	35.4%[10 µM]	-24.7%	-1.8%	u
O=C(NCCNc1cc(Cl)ccc1[N+](=O)[O-])c1ccco1	-3.1%	1.5%	-13.7%	-5.5%[10 µM]	-1.0%	0.9%	4.2%
O=C(NC(=S)NCC1CCCO1)c1ccc(Cl)cc1 (centres undefined)	7.1%	u	-10.4%	13.3%[10 µM]	6.7%	-1.9%	-3.5%
O=C(CCNc1cccc(Cl)c1)c1cccs1	9.8%	-5.2%	u	4.7%	-5.2%	-5.1%	-1.5%[38.3 µM]
O=C1CCC2CCCCC2(O)O1 (centres undefined)	2.6%	-0.5%	u	-1.4%	5.3%	-3.3%	-3.2%[38.3 µM]
Cc1cc(=O)oc(C)c1C(=O)OCC(=O)c1ccccc1	-6.8%	-8.0%	17.8%	-3.6%[10 µM]	6.4%	3.2%	-8.8%[38.3 µM]
COc1ccc(C(C)=O)cc1COC(=O)c1cc(C)oc1C	0.7%	-4.7%	-0.5%	-14.3%[0.074 µM]	-14.5%	1.7%	-6.3%[38.3 µM]
CCNCc1cc2cc(C)ccc2[nH]c1=O	5.1%	-12.9%	7.3%	-21.7%	0.0%[9.22 µM]	1.0%	-6.1%[38.3 µM]
C/C(=N\NC(=O)c1cccc(S(=O)(=O)Nc2ccccc2Cl)c1)c1ccco1	-4.1%	-19.9%[1.84 µM]	-3.0%	11.1%[10 µM]	-8.0%	-3.4%	0.3%
CCc1ccc(OCC(=O)NNC(=O)CSc2ncnc3sc(C)c(C)c23)cc1	-2.2%	-3.0%	2.8%	-4.7%	-1.3%	1.5%	u
CCOc1ccc(NC(=O)NC(=O)N(C)S(=O)(=O)c2ccc(C)cc2)cc1	6.7%	-19.4%	u	0.7%	-3.3%	1.3%	5.5%
CCn1c(C)cc(/C=C2\NC(=O)N(Cc3ccccc3)C2=O)c1C	-14.6%	-4.7%	22.1%	-8.4%	-5.0%	-3.3%	3.0%[38.3 µM]
O=C(COC(=O)CN1C(=O)c2ccccc2C1=O)Nc1ccc(S(=O)(=O)N2CCCC2)cc1	0.2%	-14.8%	5.8%	-10.7%	-3.9%[9.22 µM]	1.8%	13.8%[38.3 µM]
Cc1ccc(S(=O)(=O)c2nc(NN(C)C)sc2Cl)cc1	-4.1%	-42.0%[inhibitor]	x	-18.1%	2.4%	-2.9%	0.6%
COc1ccc(N(C(=O)CCl)C(C)(C(=O)Nc2c(C)cccc2C)c2ccccn2)cc1 (centres undefined)	-2.7%	-8.5%	-14.0%	0.3%[10 µM]	12.4%	1.5%	5.5%
CSCCC(N)C(=O)O (centres undefined)	0.8%	x	u	-35.0%[inhibitor]	8.3%	0.9%[39.9 µM]	6.6%
CCc1nnc(NC(=O)CSc2nnc(-c3ccccc3NC(=O)c3ccccc3)o2)s1	4.1%	u	u	-31.7%[10 µM]	42.7%[9.22 µM]	-4.1%	u
N=C(N)[C@H](N=Nc1ccccc1)C(N)=O	x	-20.1%[9.22 µM]	x	9.4%[10 µM]	x	-2.0%[7.66 µM]	3.8%
Cc1nc2ncnn2c(C)c1CCC(=O)NCCC1=CCCCC1	-5.3%	0.8%	11.4%	-3.8%	-1.3%	2.9%	2.1%[38.3 µM]
COc1ccc(C(=O)C(CCC(CNC(C)(C)C)C(=O)c2ccc(OC)cc2)CNC(C)(C)C)cc1 (centres undefined)	-2.7%	-60.0%[inhibitor]	u	x	17.8µM*	1.7%	5.7%
Nc1nnnn1/N=C/C=C/c1ccccc1	-1.0%	-2.7%	7.4%	-12.3%	11.8%	-0.9%	1.2%[38.3 µM]
COC(=O)C(C(=O)OC)=C(/C=C/N(C)C)N(C)C	3.0%	18.3%	-4.9%	7.4%	5.9%	-0.9%	19.2%[38.3 µM]
COc1cccc2cc(C(=O)NCc3ccco3)c(=Nc3ccc(C(=O)O)cc3)oc12	4.7%	-50.9%[inhibitor]	-5.8%	11.8%	7.7%[1.84 µM]	9.3%	32.2%[activator][38.3 µM]
O=C(OCC(O)COC(=O)c1cccnc1)c1cccnc1	5.1%	x	x	-16.2%[10 µM]	-1.7%[9.22 µM]	x	x
Cc1cc(/C=C2/NC(=O)NC2=O)c(C)n1-c1ccccn1	8.4%	u	-5.6%	5.1%[0.074 µM]	0.6%	-3.8%	11.3%
COc1ccc(Br)cc1CNC(=O)C1CCCN(c2nc3ccccc3o2)C1 (centres undefined)	-2.1%	-9.4%	3.8%	-5.4%[0.074 µM]	-7.5%	1.4%	7.1%[38.3 µM]
COc1ccccc1OCCCC(=O)NCc1ccco1	-7.3%	x	x	9.0%[10 µM]	4.9%[9.22 µM]	-8.2%	3.5%
CN(C)c1nc(C(=O)OCCO)nc(N(C)C)n1	7.8%	-4.1%	-4.1%	-5.1%[0.074 µM]	-11.7%	3.3%	52.8%[activator][38.3 µM]
O=C(O)CCC(=O)Nc1cccc(C(=O)Nc2cccc(Cl)c2)c1	0.2%	-6.1%	12.0%	-19.6%	11.1%	-3.0%	13.2%[38.3 µM]
COC(=O)c1c(C)[nH]c(/C=N/Nc2ccccc2)c1C	-3.3%	x	x	15.7%[10 µM]	16.6%[9.22 µM]	x	x
CCOC(=O)c1c(C)[nH]c(C(=O)/C(C#N)=C/c2ccc(OC(F)F)c(OC)c2)c1C	3.2%	-3.8%	-9.7%	25.6%[10 µM]	6.6%	1.1%	-1.0%
Oc1ccc(Cl)cc1/C=N/c1nccs1	2.2%	-15.6%	-13.0%	-1.0%[10 µM]	36.1%	-1.7%	9.1%[38.3 µM]
CCCCCCC(=O)c1c(C)[nH]c(C(=O)OCC)c1C	4.2%	u	u	0.9%[1.9 µM]	-14.2%	-0.6%	25.8%[38.3 µM]

In another format: entries from further up.
SMILES: Cc1cc(/C=C2/NC(=O)NC2=O)c(C)n1-c1ccccn1
  CBFb-RUNX1 inh = 8.4%
  SMN2 splice up = u
  LMNA splice mod = -5.6%
  HTT cytoprotect = 5.1%[0.074 µM]
  HttQ103 aggreg = 0.6%
  Luc counter = -3.8%
  IMPase Li inh = 11.3%

SMILES: COc1ccc(Br)cc1CNC(=O)C1CCCN(c2nc3ccccc3o2)C1 (centres undefined)
  CBFb-RUNX1 inh = -2.1%
  SMN2 splice up = -9.4%
  LMNA splice mod = 3.8%
  HTT cytoprotect = -5.4%[0.074 µM]
  HttQ103 aggreg = -7.5%
  Luc counter = 1.4%
  IMPase Li inh = 7.1%[38.3 µM]

(further entries)
structure	CBFb-RUNX1 inh	SMN2 splice up	LMNA splice mod	HTT cytoprotect	HttQ103 aggreg	Luc counter	IMPase Li inh
CN(c1ccccc1)c1nc(N)c([N+](=O)[O-])c(N2CCCCCC2)n1	-22.7%	x	x	20.4%[10 µM]	6.6%[9.22 µM]	x	x
Cc1c(NS(=O)(=O)c2cccs2)c(=O)n(-c2ccccc2)n1C	5.4%	9.3%	u	-3.8%	4.4%	9.8%	-8.5%[38.3 µM]
O=C(c1ccc2c(c1)OCO2)C1CCCN(Cc2ccc3cccc(F)c3n2)C1 (centres undefined)	-6.1%	-17.4%	u	10.2%[10 µM]	9.9%[9.22 µM]	-2.5%	42.2%[activator]
O=C(O)CCN1C(=O)c2ccc(NC(=O)CSCc3ccccc3)cc2C1=O	10.3%	-1.1%	-7.8%	18.7%[10 µM]	10.3%	11.8%	0.9%
CN1CCN(C(=O)C2CCN(S(=O)(=O)c3cnc[nH]3)CC2)CC1	-0.3%	17.6%	-6.2%	-3.6%	-13.2%	1.5%	13.3%[38.3 µM]
COc1cc(C(=O)NCCc2ccc(S(N)(=O)=O)cc2)cc(OC)c1OC	5.2%	x	1.4%	-16.7%[0.074 µM]	3.9%	x	x
